EPAC2 ag: agonists of human EPAC2 (RAPGEF4); 360,000 compounds, 0.079% hits; AID 720711; EPAC2 activation, biochemical qHTS; response scale: 100% = 6.5 mM cAMP response; Q8WZA2; Potency, µM (highest dose often 154 µM), inactives show at the highest dose activation, usual class: activators; also: potency is read from the fitted curve at half-maximal effect; nearly all actives have a fitted effect of over 50% in size
Target sequence (Q8WZA2 whole entry, looked up): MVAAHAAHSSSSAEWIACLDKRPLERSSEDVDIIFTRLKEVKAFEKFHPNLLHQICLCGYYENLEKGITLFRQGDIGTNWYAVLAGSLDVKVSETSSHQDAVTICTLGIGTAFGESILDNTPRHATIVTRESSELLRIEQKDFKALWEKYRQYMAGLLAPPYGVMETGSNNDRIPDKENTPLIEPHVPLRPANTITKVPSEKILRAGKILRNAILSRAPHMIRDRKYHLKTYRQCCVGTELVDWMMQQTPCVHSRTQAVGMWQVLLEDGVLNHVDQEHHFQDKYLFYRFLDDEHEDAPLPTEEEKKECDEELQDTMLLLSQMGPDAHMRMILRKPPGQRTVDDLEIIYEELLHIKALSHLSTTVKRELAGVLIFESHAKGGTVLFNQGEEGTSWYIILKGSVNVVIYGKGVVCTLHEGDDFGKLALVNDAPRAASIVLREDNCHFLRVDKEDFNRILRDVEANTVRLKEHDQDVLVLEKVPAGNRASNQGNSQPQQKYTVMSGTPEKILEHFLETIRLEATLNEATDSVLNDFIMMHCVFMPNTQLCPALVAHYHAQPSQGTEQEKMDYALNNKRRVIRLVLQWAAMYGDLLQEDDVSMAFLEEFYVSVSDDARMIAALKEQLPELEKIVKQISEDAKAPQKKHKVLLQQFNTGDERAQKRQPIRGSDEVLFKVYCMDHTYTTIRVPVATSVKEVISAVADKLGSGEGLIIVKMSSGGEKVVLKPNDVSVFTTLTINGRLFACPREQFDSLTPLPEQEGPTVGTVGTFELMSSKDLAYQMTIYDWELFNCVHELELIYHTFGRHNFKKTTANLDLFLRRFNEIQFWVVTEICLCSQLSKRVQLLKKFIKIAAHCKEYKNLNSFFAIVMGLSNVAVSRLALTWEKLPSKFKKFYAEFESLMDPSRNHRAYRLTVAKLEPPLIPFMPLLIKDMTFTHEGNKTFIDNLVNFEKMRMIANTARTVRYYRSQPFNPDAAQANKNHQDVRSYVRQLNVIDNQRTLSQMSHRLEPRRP
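Readout is BODIPY fluorescence (480 nm excitation, 540 nm emission), which falls as labeled GDP is exchanged off Rap1B. EPAC2 at 100 nM acted on 250 nM RAP1B-BODIPY-GDP with 50 uM GDP present.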
EPAC2 antagonist: EPAC2 (human) antagonism | Q8WZA2 | EPAC2 GEF exchange of Rap1B-BODIPY-GDP, fluorescence | Potency, µM (top dose mostly 114 µM), for inactives: at the highest dose activity, negative = inhibition, hits mostly inhibitors | 360,000 compounds, 0.18% hits | AID 720708; also: potency is read from the fitted curve at half-maximal effect; % is scaled to controls: 0 for no effect and ±100 for the full control effect; nearly all actives have a fitted effect of over 45% in size; many of its hits are not listed in these tables
MmCpn inh: M. maripaludis TRiC chaperonin inhibition; 330,000 compounds, 0.031% hits; purified Mm-Cpn ATPase, ADP Transcreener TR-FRET; Potency, µM (top dose mostly 76.9 µM), for inactives: at the top dose activity, negative = inhibition, hits mostly inhibitors; also: potency is read from the fitted curve at half-maximal effect; % is scaled to controls: 0 for no effect and ±100 for the full control effect; nearly all actives have a fitted effect of over 80% in size
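Quantitative HTS used 25 nM Mm-CPN and 10 uM ATP in magnesium/KCl Tris buffer, pH 7.4, with 1 mM DTT. Hydrolysis ran 30 min at 37°C; ADP was read by HTRF.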
Akt phos inh: inhibitors of Akt phosphorylation. 360,000 compounds, 0.32% hits. activity change, % for hits at 50 µM. Neuro2A IGF-stimulated pAkt S473 HTRF, 20 min; active compounds read low; in the data active = activity change below about -80%; inconclusive = mostly about -51% to -80%; also: % is scaled to controls: 0 for no effect and ±100 for the full control effect
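Neuro2A cells in DMEM with 0.5% FBS, overnight at 37 deg C, given compound at single 50 µM final, then IGF (6 nM final) for 20 min at 37 deg C. Lysed; phospho-Akt Ser473 by HTRF after 24 h, 665/615 ratio.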
Nrf2 inh: inhibitors of Nrf2 signaling; A549 ARE-Fluc reporter, luciferase luminescence, 18-24 h; Potency, µM (series often up to 46 µM), inactives show at the highest dose activity change, negative = inhibition, usual class: inhibitors; 360,000 compounds, 2.1% hits; AID 504444; also: potency is read from the fitted curve at half-maximal effect; % is scaled to controls: 0 for no effect and ±100 for the full control effect; nearly all actives have a fitted effect of over 60% in size
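Quantitative HTS in A549 cells stably bearing an antioxidant response element-firefly luciferase construct. Inhibition of Nrf2-driven transcription was scored by luminescence after 18-24 h of compound exposure at 37 °C.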
Nrf2 ARE act: activates Nrf2 signaling; AREc32 ARE-luciferase reporter (MCF7-derived line), luminescence, 24 h; Potency, µM (highest dose often 46.1 µM), for the others: at the highest dose activation, usual class: activators; 410,000 compounds, 0.31% hits; also: potency is read from the fitted curve at half-maximal effect; % of control where 0% means no effect; nearly all actives have a fitted effect of over 65% in size
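For detection, Steady-Glo was added and plates sat 30 min at RT; before that, AREc32_Fluc cells grown overnight in OPTI-MEM/5% FBS had been treated with 23 nL compound for 24 hr at 37 deg C.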
TGFb inhibitor: TGF-b pathway inhibition | HepG2 CAGA-GFP TGF-b/SMAD3 reporter, GFP fluorescence, 18 h; TGF-beta stimulated, 500 pg/mL final | Potency, µM (highest dose often 46.1 µM), for inactives: at the top dose activity, negative = inhibition, actives largely listed as inhibitors | 410,000 compounds, 1.2% hits | AID 588855; also: potency is read from the fitted curve at half-maximal effect; % is scaled to controls: 0 for no effect and ±100 for the full control effect; nearly all actives have a fitted effect of over 65% in size
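Read-out: total well GFP (ex488/em500-530) summed from mean per-cell fluorescence. Cells: HEPG2 CAGA-GFP, 1% FBS DMEM, 18 h at 37 degrees C with 500 pg/mL final TGF-beta. Unstimulated wells served as the full-inhibition control; stimulated DMSO wells = 0%.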
CCT modulator: cytosolic chaperonin activity modulation; purified chaperonin ATPase assay, HTRF ADP detection, 30 min; activity change, % (test concentration not listed), hits read low; 360,000 compounds, 0.3% hits; AID 651819; in the data active = activity change below about -30%; also: % is scaled to controls: 0 for no effect and ±100 for the full control effect
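TRiC at 40 or 20 nM final (batch-dependent) in 30 mM Tris pH 7.4, 100 mM KCl, 5 mM MgCl2, 1 mM DTT, with compound at single 76 uM and 10 uM ATP, 30 min at 37 deg C. ADP detected by HTRF Transcreener, 665/615 ratio.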
A549 viability: kills or reduces viability of A549 cells in Nrf2 counter-screen | A549 ARE-Fluc cells, CellTiter-Fluor viability, 18-24 h | Potency, µM (series often up to 46 µM), without a hit: at the top dose activity change, negative = cytotoxicity, actives largely listed as inhibitors | 390,000 compounds, 0.16% hits; also: potency is read from the fitted curve at half-maximal effect; % is scaled to controls: 0 for no effect and ±100 for the full control effect
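A549 ARE-Fluc cells in 5% FBS OPTI-MEM, 5000 cells/well, rested 2 h then exposed to compounds in concentration-response for 18-24 h at 37 °C. Viability by CellTiter-Fluor fluorescence (Ex 405/Em 525) after 30 min; luciferase luminescence (BugLite, 15 min, RT) read afterwards.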
* = called active by the depositor; i = inactive; u = inconclusive; x = no result given; & = joins results of further samples; [ ] = remark or other dose. Unless noted, calls follow the shape of the dose curve; as a rule, active = well fitted curve in the direction sought with a large enough effect; inconclusive = small, poorly fitted or top-dose-only effect, or another doubt; inactive = no such curve, though single readings can be large; an effect the other way counts as inactive or inconclusive.

The opening three compounds (preview)
SMILES	EPAC2 ag	EPAC2 antagonist	MmCpn inh	Akt phos inh	Nrf2 inh	Nrf2 ARE act	TGFb inhibitor	CCT modulator	A549 viability
Cc1ccc2c(C)nc(/N=C(\N)NC(=O)N3c4ccccc4Sc4ccccc43)nc2c1	14%&-11%	-22%&0%	-1%	i	u	0.2%&-0.3%	7%&-7%	1.4&0.2	-8%&0%
COCC(=O)N1CCC(Oc2ccc(C(=O)NCCCn3cccn3)cc2)CC1	10%	16%	0%	i	1%	0.2%	6%	1.0	2%
Cc1ccc(CNC(=O)COC(=O)c2c(C)noc2C)cc1	-5%	-1%	1%	i	8%	0.0%	0%	3.0	-20%

Results, previewed entries included:
SMILES	EPAC2 ag	EPAC2 antagonist	MmCpn inh	Akt phos inh	Nrf2 inh	Nrf2 ARE act	TGFb inhibitor	CCT modulator	A549 viability
Cc1ccc2c(C)nc(/N=C(\N)NC(=O)N3c4ccccc4Sc4ccccc43)nc2c1	14%&-11%	-22%&0%	-1%	i	u	0.2%&-0.3%	7%&-7%	1.4&0.2	-8%&0%
COCC(=O)N1CCC(Oc2ccc(C(=O)NCCCn3cccn3)cc2)CC1	10%	16%	0%	i	1%	0.2%	6%	1.0	2%
Cc1ccc(CNC(=O)COC(=O)c2c(C)noc2C)cc1	-5%	-1%	1%	i	8%	0.0%	0%	3.0	-20%
COc1ccc(OCc2nc3c4c(-c5ccccc5)c(-c5ccccc5)oc4ncn3n2)cc1	x	x	x	x	5%	-0.3%	0%	x	10%
CS(=O)(=O)N(CC(=O)NCc1ccccn1)c1ccc2c(c1)OCCO2	7%	1%	3%	x	8%	-0.1%	-1%	0.8	-2%
Cc1nn(-c2ccccc2)c(Cl)c1/C=N/NS(=O)(=O)c1ccc(Br)cc1	-2%	-7%	3%	i	6%	0.2%	u	1.4	2%
CCCc1[nH]c2ccc(C(=O)OC)cc2c1CCC	16%	28µM*	-6%	i	-12%	-0.1%	-12%	-0.7	-1%
CCC(c1nnnn1C(C)(C)CC)N(CCN1CCOCC1)Cc1cc2cc(C)ccc2[nH]c1=O (stereo not given)	-2%	26%	2%	i	u	2.1%	-4%	0.9	3%
Cc1ccc(C(=O)O)cc1-n1c(C)cc(C=O)c1C	5%	-6%	-3%	i	16%	1.6%	-12%	-3.8	-18%
NS(=O)(=O)c1cc(C(=O)OCC(=O)Nc2ccccc2[N+](=O)[O-])ccc1Cl	0%	-1%	2%	i	-4%	2.4%	10%	-0.1	1%
CC(C(=O)NCCc1ccc(Cl)cc1)n1c(=O)c2cccn2c2cccnc21 (stereo not given)	7%	-8%	0%	i	2%	-0.2%	u	2.0	4%
O=C(COC(=O)c1ccc(Br)o1)Nc1cccc(S(=O)(=O)N2CCCCC2)c1	9%	2%	1%	i	-19%	-0.6%	0%	-0.9	-2%
O=C(c1cccc(Br)c1)N1CCCc2ccccc21	-3%	u	0%	i	-6%	-0.5%	-15%	1.3	-2%
COC(=O)c1ccc(CO/N=C/c2ccc(OC)cc2)o1	11%	-13%	-1%	i	u	0.2%	-1%	0.9	2%
CCc1ccc(-n2nc(C)c3c(C)cc(=O)n(CC(=O)Nc4ccccc4C(=O)OC)c32)cc1	x	x	x	x	1%	-0.3%	-10%	x	-16%
Cc1ccc2[nH]c(=O)c(C(c3nnnn3CC3CCCO3)N3CCCc4ccccc43)cc2c1 (stereo not given)	15%	-5%	0%	i	u	0.0%	-2%	-4.3	-25%
Cn1c(SCC(=O)NC2CCCC2)nc2cccnc21	12%	-13%	0%	i	u	-0.5%	-9%	-1.0	-1%
CC1CCCCC1NC(=O)CCn1ccc2cc(S(=O)(=O)N3CCCC3)ccc21 (stereo not given)	-4%	-14%	2%	i	-19%	-0.8%	-4%	0.6	-2%
COc1ccc(C(=O)OCC(=O)Nc2sccc2C(N)=O)cc1[N+](=O)[O-]	4%	-2%	0%	i	-12%	-0.1%	-18%	-0.9	0%
C=CCOC(=O)C1=C[C@H](C2CCCCC2)C[C@H](OCc2ccc(CO)cc2)O1	10%	-18%	x	i	5%	4.0%	-11%	-0.4	-9%
O=C(c1ccc(OC2CCN(CCc3ccccc3)CC2)cc1)N1CCCC(O)C1 (stereo not given)	12%	0%	u	i	-7%	0.8%	22%	-0.3	0%
OCC1(Cc2ccc(Cl)cc2)CCN(Cc2ccc(F)c(F)c2)CC1	6%	-23%	1%	i	-11%	8.7%	-11%	-0.1	-3%
CC(C)(C)OC(=O)N1CCN(C(=O)c2[nH]cnc2C(=O)Nc2ccccc2F)CC1	2%	-5%	x	i	x	-0.5%	-15%	-0.7	x
CCN(CC)c1ccc(NC(=O)c2cnc3c(-c4ccccc4)c(C)nn3c2C)c(C)c1	x	x	x	x	-24%	1.1%	-6%	x	-1%
Cc1ccc(S(=O)(=O)NNC(=O)Nc2cccc(F)c2)c(C)c1	-2%	-4%	1%	i	3%	-0.1%	-7%	0.8	0%
Cc1oc2cc3oc(=O)c(CCC(=O)NCc4ccccn4)c(C)c3cc2c1C	0%	-5%	3%	i	6%	-0.1%	11%	2.0	0%
CC(=O)N(CCCCN1C(=O)c2ccccc2C1=O)c1ccc(C)cc1	-7%	2%	-1%	i	8%	-0.5%	7%	0.7	1%
CCc1cc(=O)oc2cc(C)cc(OCC(=O)C(C)(C)C)c12	10%	-20%[57.1 µM]	-2%	i	u	4.6%	-28%	3.2	-9%
CC(CNC(=O)[C@@H](Cc1ccccc1)NC(=O)CC[C@H]1O[C@@H](n2ccc(=O)[nH]c2=O)[C@H](O)[C@@H]1O)c1ccccc1 (stereo not given in full)	3%	3%	x	i	x	0.3%	0%	-0.4	x
CO/N=C/c1ccc(N2CCN(C(=O)c3ccc(Cl)cc3Cl)CC2)c([N+](=O)[O-])c1	9%	-3%	-2%	i	6.5µM*	-0.1%	-23%	-1.8	-28%
CCOc1ccc(CCNC(=O)CS(=O)Cc2nc(-c3ccccc3C)oc2C)cc1OCC (stereo not given)	-6%	-8%	2%	i	u	0.6%	-27%	-1.8	-6%
O=C(CCN1CCOCC1)N1CCCC(Nc2ccc(F)cc2)C1 (stereo not given)	-4%	0%	-1%	i	9%	-0.8%	5%	1.3	0%
CCNC(=O)NC(=O)C(C)OC(=O)CCCc1nc2ccccc2s1 (stereo not given)	2%	3%	1%	i	3%	0.3%	11%	2.0	-1%
COc1ccc(Cc2nnc(NC(=O)C(C)C)s2)cc1	9%	-1%	1%	i	-18%	0.2%	-5%	-2.4	0%
CCCCn1c(N)c(N(CCOC)C(=O)COc2ccc(C(C)=O)cc2)c(=O)[nH]c1=O	-6%	1%	2%	i	4%	-0.5%	1%	1.4	2%
O=S1(=O)CC(N2CCN(CCO)CC2)CN1CCc1ccccc1 (stereo not given)	10%	-25%	x	i	x	0.1%	-3%	-1.6	x
COc1cc(O)cc(O)c1C(=O)/C=C/c1ccccc1	7%	-15%	x	i	-13%	24%	14µM*	1.0	8%
COc1ccc(OC)c(-c2csc(NC(=O)C3CSC4(C)CCC(=O)N34)n2)c1 (stereo not given)	2%	-9%	-15%	i	-32%	9.6%	3%	0.0	-17%
O=C1NC[C@@H](CCCCN2C[C@H](Cc3ccccc3)N(CCc3ccccc3)C(=O)C2=O)N(Cc2ccccc2)C1=O	9%	-5%	x	i	x	0.4%	x	1.4	x
Cn1nc(-c2ccccc2)c(CN2CCN(c3ncccn3)CC2)c1Cl	16%	8%	-5%	i	-17%	-0.6%	-5%	1.2	4%
CCOc1ccc(C(=S)N2CCCC2)cc1OC	-1%	0%	-13%	i	-16%	0.3%	3%	0.3	6%
Cc1cn([C@H]2C[C@H](O)[C@@H](CNCc3ccc(-c4cc(Cl)ccc4C(F)(F)F)o3)O2)c(=O)[nH]c1=O	6%	0%	x	i	x	-0.9%	-2%	-0.5	x

Reformatted: results already given
O=C1NC[C@@H](CCCCN2C[C@H](Cc3ccccc3)N(CCc3ccccc3)C(=O)C2=O)N(Cc2ccccc2)C1=O
  EPAC2 ag: 9% | EPAC2 antagonist: -5% | MmCpn inh: x | Akt phos inh: i | Nrf2 inh: x | Nrf2 ARE act: 0.4% | TGFb inhibitor: x | CCT modulator: 1.4 | A549 viability: x

Cn1nc(-c2ccccc2)c(CN2CCN(c3ncccn3)CC2)c1Cl
  EPAC2 ag: 16% | EPAC2 antagonist: 8% | MmCpn inh: -5% | Akt phos inh: i | Nrf2 inh: -17% | Nrf2 ARE act: -0.6% | TGFb inhibitor: -5% | CCT modulator: 1.2 | A549 viability: 4%

CCOc1ccc(C(=S)N2CCCC2)cc1OC
  EPAC2 ag: -1% | EPAC2 antagonist: 0% | MmCpn inh: -13% | Akt phos inh: i | Nrf2 inh: -16% | Nrf2 ARE act: 0.3% | TGFb inhibitor: 3% | CCT modulator: 0.3 | A549 viability: 6%

Screening results: PubChem BioAssay, National Center for Advancing Translational Sciences (NCATS)

This is a subset; rates above refer to the full screens.
